# TTR transcr act: TTR transcription activation, primary screen; AID 1117267; activation, % at 16.7 µM; 1.3% of 92,000 active; SH-SY5Y TTR promoter Gaussia luciferase, luminescence; 100% = recombinant luciferase protein wells;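 active = activation above the mean of all tested compounds plus 3 SD, cut at about 9.5% in these data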;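 also: cells exposed to compounds for one day before reading; 0% = median of all test compound wells on the plate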
# Active calls of the source: *. A portion of the library; count on the stated rates, not on these rows.
SMILES	TTR transcr act
CC(C)Cc1ccc(S(=O)(=O)Nc2ccccn2)cc1	-1.1
Cc1ccc(NC(=O)CCN2CCCCC2)cc1	1.9
CN(Cc1ccccc1)S(=O)(=O)c1cccs1	2.4
COc1cc2c3c(c1OC)C1(C=CC(=O)C=C1)CC3N(C(=O)c1ccccc1)CC2 (stereo not drawn)	0.5
CC1CCN(C(=O)CSc2nnc(-c3cccs3)o2)CC1	-0.9
CN(Cc1ccc(OC(F)F)cc1)C(=O)c1ccc2nccnc2c1	4.3
Cc1ccc(C(=O)OC(C)C(=O)Nc2ccc3c(c2)OCO3)c(O)c1 (stereo not drawn)	0.0
O=C(NCc1ccccc1C(F)(F)F)C1CCC(=O)N(CCCc2ccccc2)C1 (stereo not drawn)	0.2

SMILES	TTR transcr act
CC(=O)NC(Cc1cccc(C)c1)C(=O)NC1CCN(C(=O)c2ccc([N+](=O)[O-])cc2)CC1 (stereo not drawn)	0.8
COc1cc(/C=C/C(=O)O)ccc1OS(=O)(=O)c1ccc(C)cc1	6.9
COC(=O)c1ccc(OC(=O)c2cccs2)cc1	0.2
COCCCN1C(=O)C(CC(=O)NC2CCCC2)CC(C(=O)N(C(C)C)C(C)C)=C1C (stereo not drawn)	-0.9
COc1ccc(Cl)cc1NC(=O)Nc1cccc([N+](=O)[O-])c1C	-0.8
O=C(c1[nH]c(C(F)(F)F)nc1-c1ccccc1)N1CCN(c2ncccc2C(F)(F)F)CC1	0.5
CC(=O)NC(CC(=O)Oc1ccc(C)cc1Br)c1ccccc1 (stereo not drawn)	-1.6
O=C(Nc1c2c(nn1-c1cccc(Cl)c1)CS(=O)C2)c1ccc2c(c1)OCO2 (stereo not drawn)	-0.8

SMILES	TTR transcr act
Cc1cccc(-n2c(O)c(C=Nc3ccccc3N)c(=O)[nH]c2=O)c1	-0.8
Cc1cc(C(=O)N/N=C/C=C/c2ccccc2)n[nH]1	-1.6
Cc1ccc2c(c1)N(CCC(=O)NCCCOC(C)C)C(=O)C(C)O2 (stereo not drawn)	0.9
CCOC(=O)c1c(C)[nH]c(C(=O)Cn2c(=O)oc3ccccc32)c1C	-3.6
Cc1ccc(C(C(=O)NCc2ccc(F)cc2)N(C(=O)c2csnn2)C2CC2)cc1 (stereo not drawn)	-0.6
COc1ccc(-c2ccc(-c3nnc(Cc4ccc(OC)c(OC)c4)o3)cc2)cc1	2.3
CCC1(c2ccccc2)NC(=O)N(CC(=O)N(C)Cc2c(F)cccc2Cl)C1=O (stereo not drawn)	0.8
CCCn1c(SCC(=O)NCCc2ccccc2)nnc1-c1ccccn1	-0.3

SMILES	TTR transcr act
O=C(N1CCCCCC1)N1CCN(C(=O)N2CCOCC2)CC1	-0.4
O=C(NCc1cccs1)c1ccc([N+](=O)[O-])cc1	3.4
O=C1c2ccccc2NC(c2ccccc2)N1CCCN1CCOCC1 (stereo not drawn)	-1.2
N#C/C(=C(/O)COC(=O)c1ccccc1O)c1nc2ccccc2s1	-2.0
CCSCc1nnc(SCC(=O)Nc2nccs2)n1CC	-0.6
CNc1nnc(SCC(=O)c2cc(C)n(C3CC3)c2C)s1	-0.5
CC(C)OCCCNC(=O)c1ccc2c(c1)ncn2C1CCCC1	0.9
COc1ccc(NC(=O)CSCC(=O)N(C)Cc2c(F)cccc2Cl)cc1	-0.1

SMILES	TTR transcr act
O=C(CCc1ccccc1)Nc1ccc(NC(=O)C2CCCCC2)nc1	-2.6
Cc1cc(C)nc(NC(=O)c2ccc(OC(C)C)cc2)n1	-1.3
Cc1ccc(-c2csc(NC(=O)COc3ccc(N(C)S(=O)(=O)c4ccc(C)cc4)cc3)n2)cc1	-1.2
COc1cc(C(=O)Oc2ccccc2/C=N/NC(=O)c2ccc(Cl)cc2)cc(OC)c1OC	-3.6
NC(=O)c1oc2ccccc2c1NC(=O)c1ccco1	1.2
Cc1cc(C(=O)COC(=O)Cc2ccc(Br)cc2)c(C)n1C	-2.1
O=C(Cc1ccccc1)N(c1ccccc1)c1ccccc1	-0.5
COc1ccc(N2N=NN(C(C)C)C2=C(Cl)c2nnnn2-c2ccc(OC)cc2)cc1	1.9

SMILES	TTR transcr act
Cc1ccc(Cc2cnc(NC(=O)c3cccs3)s2)cc1	3.9
COCCn1c(SCc2ccc(OC)c(F)c2)nc2ccccc2c1=O	-0.7
C=CCc1c(C)nc2c(OC)cccc2c1Cl	0.7
CCOc1ccc(NC(=O)CN(c2ccc(OCC)cc2)S(=O)(=O)c2c(C)[nH]c(=O)[nH]c2=O)cc1	-2.1
CCOc1ccc(Nc2nc(N)nc(CCl)n2)cc1	-3.0
COc1ccccc1S(=O)(=O)Cc1ccc(C(=O)NC2CC2)o1	-0.4
Cc1cccc(Cn2c(=O)n(Cc3ccco3)c(=O)c3ccccc32)c1	-1.4
NNC(=O)c1csc(Cc2c(Cl)sc3ccc(Cl)cc23)n1	-2.9

SMILES	TTR transcr act
C=CCn1c(CSc2nc3ccccc3s2)n[nH]c1=S	0.5
COC(=O)Nc1ccccc1C(=O)N1CCC(O)(c2ccc(Cl)cc2)CC1	1.0
O=C(Nc1ccccc1C(F)(F)F)C1CC(=O)N(c2ccccc2F)C1 (stereo not drawn)	3.2
CCOc1ccc2ncc(S(=O)(=O)c3ccccc3)c(N3CCC4(CC3)OCCO4)c2c1	-1.8
COc1ccccc1N1CCN(C(=O)c2ccc(Cn3c(=S)[nH]c4cc5c(cc4c3=O)OCO5)cc2)CC1	-1.8
C=C1CCN([C@H](C(=O)NCc2ccc(Cl)c(Cl)c2)C(C)C)S(=O)(=O)c2ccccc21	-3.0
CN(C(=O)c1c[nH]c(=O)cc1C(F)(F)F)c1ccc(Cl)cc1	0.6
CC(=O)N1c2ccc(S(=O)(=O)NCC3CCC(C(=O)NCc4ccccc4)CC3)cc2CC1C (stereo not drawn)	-1.6

SMILES	TTR transcr act
Oc1oc(-c2ccc(Br)cc2)nc1C=Nc1ccc(Br)cn1	3.3
Cc1ccc(/C=N/n2c(-c3ccc(Cl)cc3)n[nH]c2=S)o1	0.0
Cc1cccc(NC(=O)CNC(=O)Cc2ccc(S(=O)(=O)N3CCOCC3)s2)c1C	-1.9
COC(=O)CC(c1ccc(C(C)C)cc1)n1cccc1 (stereo not drawn)	-0.6
O=C(CC1SC(=O)N(c2ccccc2)C1=O)Nc1ccc(Br)cc1 (stereo not drawn)	-2.1
CCCCS(=O)(=O)NC1=NCN(Cc2ccco2)CN1	0.9
Cc1cccc(NC(=O)c2cn(-c3ccccc3)nc2-c2ccccc2)c1	-2.2
CN(C)CCN(C(=O)c1ccc(C(=O)c2ccccc2)cc1)c1nc2cc3c(cc2s1)OCCO3	-0.1

SMILES	TTR transcr act
CN(Cc1ccccc1)C(=O)C1CCCN(Cc2ccc(Cl)cc2)C1 (stereo not drawn)	-5.2
Cc1ccc2ncc(NC(=O)c3ccc(F)cc3)c(=O)n2c1	-0.8
C[n+]1ccc(/C=C/c2cccs2)cc1	2.1
O=c1[nH]c2c(c(=O)[nH]1)CCCCCC2	0.8
CCCCCC(=O)Nc1cc(S(=O)(=O)N2CCOCC2)ccc1N1CCN(C)CC1	-1.6
COc1ccc2c(=O)c(-c3cnn(-c4ccccc4)c3)c(C)oc2c1	-1.1
COCCCNC(=O)/C(C#N)=C/c1cc(C)[nH]c1C	-0.3
Clc1ccc(-c2cnc(Oc3ccccc3)nc2)cc1	-0.1

# Single values from the results shown.
# CC(C)OCCCNC(=O)c1ccc2c(c1)ncn2C1CCCC1 in TTR transcr act → 0.9
# CC(=O)NC(Cc1cccc(C)c1)C(=O)NC1CCN(C(=O)c2ccc([N+](=O)[O-])cc2)CC1 (stereo not drawn) in TTR transcr act → 0.8
# O=c1[nH]c2c(c(=O)[nH]1)CCCCCC2 in TTR transcr act → 0.8
# CN(Cc1ccccc1)C(=O)C1CCCN(Cc2ccc(Cl)cc2)C1 (stereo not drawn) in TTR transcr act → -5.2

# The list continues:
SMILES	TTR transcr act
Cc1cc(C)n(CCNC(=O)CCc2nnc(CCc3ccccc3)o2)n1	4.1
COc1ccccc1CC(=O)Nc1cccc(C(=O)NN2C(=O)c3ccccc3C2=O)c1	-2.9
COc1ccc(CCNc2nc(C)cc(C)n2)cc1OC	-0.6
CCC(C)NC(=O)c1oc2ccc(S(=O)(=O)N3CCC4(CC3)OCCO4)cc2c1C (stereo not drawn)	1.5
Cc1ccc(S(=O)(=O)Nc2ccc3c(c2)nc2n3CCN(Cc3ccccc3)C2)cc1	-1.1
CCCCNC(=O)c1ccc2c(c1)ncn2C1CCCC1	-1.9
CCCNC(=S)Nc1ccc(Oc2ccccc2)cc1	-0.2
Cc1ccc(C(=O)N2CCC(N3CCC(C(=O)N4CCOCC4)CC3)CC2)cc1C	-0.8

SMILES	TTR transcr act
CCSCC(C)(C)n1[nH]c2ccccc2c1=O	2.2
COc1ccc2cc(Br)ccc2c1CC(=O)NC1CC(C)(C)NC(C)(C)C1	0.2
O=C(NC1CCCN(Cc2ccc(Cl)cc2)C1)c1cccc(F)c1 (stereo not drawn)	1.8
CC(C)(C)c1nnc(NC(=O)Nc2ccc(Cl)cc2)s1	-0.1
CCN(CC)C(=O)CN1C(=O)c2cccc3cccc1c23	3.8
CCOc1ccc(NC(=O)COC(=O)c2ncc(Cl)c(Cl)c2Cl)cc1	-1.3
CCCN(CC(=O)Nc1ccc(F)c(F)c1F)C(=O)c1ccc2c(c1)NC(=O)CS2	-1.3
O=C(O)CCNC1CCCCC1	1.1

SMILES	TTR transcr act
COc1ccc2c(c1OC)C(=O)OC2C1c2c(cc3c(c2OC)OCO3)CCN1C (stereo not drawn)	-2.1
O=C(NCc1ccco1)c1ccc(OC2CCN(Cc3ccccn3)CC2)cc1	3.8
O=S1(=O)c2c(cccc2N2CC[C@@H](O)C2)OCCCN1C1CC1	-0.1
CC1OC2(C)OC(=N)C1(C#N)C(C#N)(C#N)C2c1ccccc1 (stereo not drawn)	0.6
COc1ccc(C)cc1NC(=O)NCc1ccccn1	2.1
CCN(C(=O)CSc1nnc(-c2ccc(F)cc2)c2ccccc12)C1CCS(=O)(=O)C1 (stereo not drawn)	-1.1
CSc1ccc(CN2CCC2(C)C(=O)NCc2ccc3c(c2)OCO3)cc1 (stereo not drawn)	-2.0
CCOC(=O)c1nc(Nc2ccc(C)cc2)c2ccccc2n1	-0.5

SMILES	TTR transcr act
CC(CN1CCCC1)OC(=O)C(c1ccccc1)c1ccccc1 (stereo not drawn)	-1.5
CCOC(=O)c1c(C)c(C(=O)Nc2ccc3c(c2)OCCO3)c(C)n1C	0.0
CC(C)c1ccc(/C=C/C(=O)n2nnc3ccccc32)cc1	2.2
C=CCn1ccc(=O)nc1SC	-1.0
COC(=O)C1=C(O)/C(=C/c2ccc(OCC(=O)Nc3ccccc3)cc2)N=C1C	0.4
Cc1cc(C(=O)NNC(=S)NCc2ccco2)n(C)n1	-1.1
CCCCNC(=O)C1(C)CCN1C(=O)c1ccc2sccc2c1 (stereo not drawn)	0.8
COc1ccc(S(=O)(=O)Nc2ccccc2C(F)(F)F)cc1	-1.6

# 2 compounds drawn at random from the list so far, as already listed:
SMILES	TTR transcr act
CC(CN1CCCC1)OC(=O)C(c1ccccc1)c1ccccc1 (stereo not drawn)	-1.5
Cc1cc(C(=O)NNC(=S)NCc2ccco2)n(C)n1	-1.1

# Additional compounds follow.
SMILES	TTR transcr act
O=C(NCc1ccc2c(c1)OCO2)C1CCC(CNS(=O)(=O)c2cccc3nsnc23)CC1 (stereo not drawn)	0.1
CC1C(=O)N(Cc2cn(CC3CCCCC3)nn2)CCS(=O)(=O)N1Cc1ccc(-c2cccc(N(C)C)c2)cc1 (stereo not drawn)	0.1
Cc1sc2ncnc(SC(C)C#N)c2c1C (stereo not drawn)	-0.7
COc1cc(NC(=O)CCCn2c(=O)oc3ccccc32)cc(OC)c1	-0.6
CCOC(=O)c1ccc(NC(=O)c2nc[nH]c2C(=O)N[C@@H](CCCCNC(=O)OC(C)(C)C)C(=O)OC(C)(C)C)cc1	0.4
CN(C)CCCN(C(=O)c1ccc2c(c1)CCCC2)c1nc2ccc(Cl)cc2s1	-0.5
O=C1CC2(CCCCCC2)Oc2ccc(Cl)cc21	0.7
CC(C)N(C(C)C)S(=O)(=O)c1ccc(NN)nc1	0.5

SMILES	TTR transcr act
CC(=O)NC(=Cc1ccccc1)C(=O)N1CCCC1C(=O)O (stereo not drawn)	4.7
COC(=O)c1c(Cc2ccccc2Cl)c[nH]c1C	-0.1
Cc1cccc(-n2cnc3c(c2=O)c2nc4ccccc4nc2n3Cc2ccco2)c1	-1.2
CC(C)OCCCNC(=O)CN1C(=O)c2cccc3cccc1c23	-0.4
CCOc1ccc2ccccc2c1C(=O)N1CCOCC1	3.9
O=C(Nc1nc(-c2ccccc2)cs1)NC1CCCCC1	-2.4
O=C(CCC1CCCN(C(=O)COc2ccccc2)C1)N1CCN(c2ccccn2)CC1 (stereo not drawn)	0.7
Cc1cccc(C)c1-n1nnnc1-c1cnccc1C(F)(F)F	-0.9

SMILES	TTR transcr act
Cc1ccccc1CN1CCCCC(NC(=O)c2ccc(Br)cc2)C1=O (stereo not drawn)	-1.3
O=C(/C=C/c1ccc2c(c1)OCO2)Nc1nncs1	1.7
O=c1c2ccccc2c(=O)n(-c2ccccc2)n1CCCCBr	3.6
CCO[C@@H]1OC(C(N)=O)=C[C@H](c2ccc(C(F)(F)F)cc2)[C@H]1CCCO	0.8
Oc1c(C(Nc2ccccn2)c2cccnc2)cc(Cl)c2cccnc12 (stereo not drawn)	-0.8
COc1ccc(-n2c(-c3cc(-c4ccccc4)sc3N)n[nH]c2=S)cc1	-1.4
COc1ccccc1C(=O)Nc1cccc(NC(C)=O)c1	-0.4
CC(=O)N1CCOc2ccc(S(=O)(=O)N3CCN(c4cccc(C(F)(F)F)c4)CC3)cc21	0.4
O=C(OCc1nc2ccccc2s1)c1cccs1	0.7

# Rewritten field by field: 4 of the compounds above
Oc1c(C(Nc2ccccn2)c2cccnc2)cc(Cl)c2cccnc12 (stereo not drawn)
  TTR transcr act: -0.8
COc1ccc(-n2c(-c3cc(-c4ccccc4)sc3N)n[nH]c2=S)cc1
  TTR transcr act: -1.4
COc1ccccc1C(=O)Nc1cccc(NC(C)=O)c1
  TTR transcr act: -0.4
CC(=O)N1CCOc2ccc(S(=O)(=O)N3CCN(c4cccc(C(F)(F)F)c4)CC3)cc21
  TTR transcr act: 0.4
